# Screens from PubChem.
# GRIN3A LBD mod: modulates the human NR3A ligand-binding domain. NR3A LBD differential scanning fluorimetry, Tm shift; 0% = protein alone, 100% = glycine-bound protein. Tm shift relative to glycine control, % at 25 µM. actives 2.5% (n = 340,000). AID 1259313;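 active means melting temperature shift of at least 10% of the positive control shift, at one fixed dose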
# Mdm2 MdmX PPI: disrupts the human Mdm2-MdmX interaction; actives 3% (n = 330,000); SaOS-2 split-luciferase Mdm2/MdmX complementation, luminescence; inhibition, % at 8 µM; O15151+Q00987; AID 485346;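 active means inhibition of at least 50% at 8 µM in the primary screen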
# Target sequence (O15151 whole entry, looked up): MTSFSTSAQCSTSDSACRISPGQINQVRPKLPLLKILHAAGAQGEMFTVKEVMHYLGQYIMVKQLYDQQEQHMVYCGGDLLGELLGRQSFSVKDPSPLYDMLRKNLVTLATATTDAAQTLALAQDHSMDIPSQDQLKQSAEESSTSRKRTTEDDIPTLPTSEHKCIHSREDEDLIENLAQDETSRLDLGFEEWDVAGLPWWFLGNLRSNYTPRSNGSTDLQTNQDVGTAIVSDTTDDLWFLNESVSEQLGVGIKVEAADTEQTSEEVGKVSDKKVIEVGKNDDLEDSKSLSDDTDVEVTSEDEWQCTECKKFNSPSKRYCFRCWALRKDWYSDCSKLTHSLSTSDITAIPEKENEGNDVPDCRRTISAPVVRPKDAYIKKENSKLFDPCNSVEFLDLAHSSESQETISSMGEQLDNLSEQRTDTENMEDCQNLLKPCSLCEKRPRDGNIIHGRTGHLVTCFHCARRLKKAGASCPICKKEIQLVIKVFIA
# Target sequence (Q00987 whole entry, looked up): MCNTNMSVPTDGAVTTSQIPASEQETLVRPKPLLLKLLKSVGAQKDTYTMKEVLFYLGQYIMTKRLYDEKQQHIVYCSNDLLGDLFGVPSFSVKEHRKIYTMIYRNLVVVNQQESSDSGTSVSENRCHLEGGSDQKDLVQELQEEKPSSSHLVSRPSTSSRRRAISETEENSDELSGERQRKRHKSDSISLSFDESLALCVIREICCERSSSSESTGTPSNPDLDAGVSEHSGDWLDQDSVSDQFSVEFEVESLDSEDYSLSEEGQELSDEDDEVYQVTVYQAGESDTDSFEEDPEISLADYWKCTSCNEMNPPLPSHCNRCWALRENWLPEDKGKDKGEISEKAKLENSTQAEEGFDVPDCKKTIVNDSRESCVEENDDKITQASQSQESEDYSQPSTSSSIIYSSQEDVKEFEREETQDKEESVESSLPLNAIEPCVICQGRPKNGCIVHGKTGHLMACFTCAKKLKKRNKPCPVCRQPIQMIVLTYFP
# tim23-1 inh: tim23-1 yeast growth inhibition. S. cerevisiae tim23-1 growth, BacTiter-Glo luminescence, 24 h. inhibition, % at 20 µM. actives 1.3% (n = 330,000). AID 463212;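 active means growth inhibition of the mutant yeast at or above 50%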;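 further: temperature-sensitive mutant grown at 25 °C; plate controls were DMSO-treated mutant yeast for no effect and medium wells lacking yeast for full effect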
# UPR CHOP act: apoptotic UPR (CHOP) activation; CHO-CHOP luciferase reporter, luminescence; percent of tunicamycin response over DMSO baseline; activation, % at 10 µM; actives 0.34% (n = 330,000); AID 449763;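 active means at 10 µM dose, activation of 40% or more, normalized to positive control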;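 further: 100% = tunicamycin at 10 µg/mL and 0% = DMSO alone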
#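 System: CHO CHOP reporter cells. Amount: 500 cells per well. Buffer or medium: F12 medium, 10% FBS. Compound dosing: one dose, 10 µM in 0.5% DMSO. Incubation: 6 h compound exposure at 37 °C after overnight seeding. Technique: Steady-Glo luciferase luminescence. Benchmarks: tunicamycin and DMSO controls.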
# APJ agonist: activates the human apelin receptor APJ. P35414. CHO-K1 APJ PathHunter beta-arrestin, luminescence; 0% DMSO wells, 100% apelin. activation, % at 20 µM. actives 0.11% (n = 330,000). AID 2520;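 active means activation more than six SD over the plate average, tested at 20 µM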;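 further: 0% = DMSO alone and 100% = apelin-13 at 10 nM; some results filed as inactive read as strong as hits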
#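 Material: engineered CHO-K1 APJ arrestin reporter cells; amount: 1000 CHO-K1 reporter cells seeded per well; incubation: compound stimulation 90 min at 25 °C, detection 60 min; signal: luminescent beta-gal fragment complementation, chemiluminescent substrate; read-out basis: APJ agonist activity; controls: DMSO-only wells as negative, 10 nM Apelin-13 as positive control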
# TIM10 inh: TIM10 yeast growth inhibition; S. cerevisiae TIM10 strain growth, BacTiter-Glo luminescence, 24 h; inhibition, % at 10 µM; actives 1.4% (n = 330,000);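 active means inhibition of 40% or more at the single tested concentration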;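 further: wild-type TIM10 isogenic control strain grown at permissive 25 °C; 0% = DMSO yeast wells and 100% = minimal medium wells without yeast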
# NALP3 yeast inh: NALP3 inhibition in yeast. actives 0.39% (n = 330,000). Yeast reconstituted NLRP3/ASC/caspase-1, beta-gal luminescence, 24 h. inhibition, % at 10 µM;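 active means inhibition of 50% or more; inactive means inhibition below 50%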;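 further: plate controls were induced DMSO wells for no effect and uninduced yeast grown without galactose for full effect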
# tim10-1 inh: growth inhibitors of tim10-1 mutant yeast; S. cerevisiae tim10-1 ts strain growth, BacTiter-Glo, 24 h; inhibition, % at 20 µM; actives 2.2% (n = 330,000);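 active means inhibition of at least 40%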;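 further: mutant grown at 25 °C; 0% = DMSO wells with yeast and 100% = wells holding no yeast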
# UPR XBP1 act: activators of adaptive arm of unfolded protein response (XBP1). CHO-XBP1 luciferase reporter, IRE1-XBP1 UPR activation, luminescence; percent of tunicamycin response, DMSO as zero. activation, % at 20 µM. actives 0.33% (n = 330,000);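 active means versus positive control, 20 µM dose yields 30% or more activation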;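 further: 100% = tunicamycin at 10 µg/mL and 0% = DMSO only wells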
#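 Assay system: CHO-XBP1 luciferase reporter cells; Schedule: 6 h treatment, 37 °C; Detection: glow luminescence from Steady-Glo reagent; Benchmarks: high control tunicamycin 10 µg/mL final, low control DMSO vehicle only.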
# Numbers without * were called inactive; x = no result given.
SMILES,GRIN3A LBD mod,Mdm2 MdmX PPI,tim23-1 inh,UPR CHOP act,APJ agonist,TIM10 inh,NALP3 yeast inh,tim10-1 inh,UPR XBP1 act
O=C(c1ccc(C(F)(F)F)cc1)C1CCCN(C(=O)Cn2cncn2)C1 (stereo not given),-1,13,-3,0.7,2,3,5,-4,-6
Cc1c(=O)n(OCc2ccccn2)c2ccccc2[n+]1[O-],-1,1,1,-2.1,1,-2,9,20,-3
O=C(Cc1ccccc1[N+](=O)[O-])Nc1ccc(S(=O)(=O)N2CCCC2)cc1,x,23,9,-0.3,7,8,20,-5,-1
O=C(CCCN1C(=O)c2ccccc2C1=O)N1CCCCC1,0,9,11,0.9,-2,3,24,12,-2
CCCc1[nH]nc2c1C(c1cc(OC)cc(OC)c1)C(C#N)=C(N)O2 (stereo not given),-8,5,13,-1.1,-4,3,-5,21,-1
NC(=O)c1c(NC(=O)COC(=O)c2ccc(S(=O)(=O)Nc3ccccc3)cc2)sc2c1CCCC2,-1,9,-34,0.2,-1,-8,11,-16,2
Cc1ccc(N2NC3(CCN(C(N)=O)CC3)NC2=O)cc1,0,24,3,0.9,0,-52,13,-29,-4
COc1ccc(S(=O)(=O)N(C)C)cc1NS(=O)(=O)c1ccc(F)c(F)c1F,-3,-12,6,2.0,0,4,-5,11,-3
COc1ccc(NC(=S)NC(=O)c2cc3ccccc3o2)c(OC)c1,8,8,9,0.4,-12,-12,6,-3,0
Cc1ccc(NC(=O)C[n+]2cc(-c3ccc(C)cc3)n3c2CCC3)cc1,-1,-14,12,-1.3,0,12,2,7,-2
CCC1(CC)NC(=O)N(CC(=O)Nc2ccc(S(=O)(=O)N3CCOCC3)cc2)C1=O,-4,-6,9,1.3,-8,15,17,12,0
O=[N+]([O-])c1ccc2nc(NS(=O)(=O)c3ccc(Cl)cc3)sc2c1,18*,18,22,-2.2,-6,-9,19,5,-3
COc1ccc(C2/C=C\CN(S(=O)(=O)/C=C/c3ccccc3)[C@H](Cc3ccccc3)C(=O)N2Cc2ccc(F)cc2)cc1 (stereo not given in full),1,34,24,6.1,-2,12,12,18,-4
Cc1ccc(CSCCNC(=O)c2ccc(Cl)c(S(=O)(=O)N3CCOCC3)c2)cc1,-9,18,7,-0.1,-5,12,18,36,-1
O=C(Nc1ccccc1N1CCCC1)c1ccccc1Cl,-1,17,26,1.4,-4,-5,12,12,-6
Cc1cc(NC(=O)CCC(=O)N(CC(=O)NCC2CCCO2)c2ccc(C)c(C)c2)no1 (stereo not given),-1,-6,3,1.2,-4,5,16,9,-6
O=C(CC1SC(N2CCCCC2)=NC1=O)Nc1cccc(C(=O)O)c1 (stereo not given),0,11,16,-2.9,-5,-14,3,-1,-3
Cc1ccc(C)c(NC(=O)C(=O)NCC2CCCN2S(=O)(=O)c2cccs2)c1 (stereo not given),0,17,25,2.2,3,14,7,31,-4
CCc1ccc(Nc2n[n+](-c3ccccc3)c(-c3ccc(N(CC)CC)cc3)s2)cc1,-4,87*,0,30,7,-15,21,-26,13
CC(=O)Nc1ccc(Nc2cc(C)nc3c(-c4ccc(Cl)cc4)c(C)nn23)cc1,-5,31,13,1.9,-3,-29,11,-23,3
CC(Cc1ccccc1)NC(=O)C1(c2ccccc2)CCOCC1 (stereo not given),2,-26,3,-0.6,-1,3,9,14,1
COC(=O)Nc1nc2ccc(-c3n[nH]c(=O)c4ccccc34)cc2[nH]1,1,12,5,-2.9,7,-11,3,4,-1
COc1ccc(CCNc2nc(-c3cccnc3)cs2)cc1OC,-1,-8,22,1.4,-2,24,13,22,4
Cc1csc(NC(=O)CSc2nnc3ncccn23)n1,2,8,10,-0.4,-2,2,-3,4,0

# Ordered by molecular weight (descending): three of the compounds above.
SMILES,GRIN3A LBD mod,Mdm2 MdmX PPI,tim23-1 inh,UPR CHOP act,APJ agonist,TIM10 inh,NALP3 yeast inh,tim10-1 inh,UPR XBP1 act
Cc1cc(NC(=O)CCC(=O)N(CC(=O)NCC2CCCO2)c2ccc(C)c(C)c2)no1 (stereo not given),-1,-6,3,1.2,-4,5,16,9,-6
O=C(Cc1ccccc1[N+](=O)[O-])Nc1ccc(S(=O)(=O)N2CCCC2)cc1,x,23,9,-0.3,7,8,20,-5,-1
O=[N+]([O-])c1ccc2nc(NS(=O)(=O)c3ccc(Cl)cc3)sc2c1,18*,18,22,-2.2,-6,-9,19,5,-3

# (cont.)
SMILES,GRIN3A LBD mod,Mdm2 MdmX PPI,tim23-1 inh,UPR CHOP act,APJ agonist,TIM10 inh,NALP3 yeast inh,tim10-1 inh,UPR XBP1 act
CC(C)(C)c1ccc(CN2C3=NCCCN3c3ccccc32)cc1,-1,69*,16,3.1,2,23,23,15,1
CCC(CC)NC(=O)c1cc(OC)c(OC)c(OC)c1,0,10,8,0.9,-3,-1,11,7,-1
COc1ccc(CNc2nc(Cl)c(C#N)s2)cc1,-1,3,35,1.2,-4,18,24,39,1
CCOc1cc(C(c2c(O)nc(SC)[nH]c2=O)c2c(O)nc(SC)[nH]c2=O)ccc1O,1,-1,-20,-1.1,0,-3,-16,-16,-3
O=S(=O)(NCc1ccco1)c1ccc(S(=O)(=O)N2CCCC2)cc1,1,-14,19,2.0,0,2,13,5,0
COc1cccc(C(=O)NC(=S)Nc2ccccc2N2CCCC2)c1,-1,21,35,1.7,-4,49*,16,41*,-1
O=C(Cn1nnc(-c2ccc(Cl)cc2)n1)NC1CC2CCC1C2 (stereo not given),-14,10,8,1.2,-1,-4,15,8,-2
CCOC(=O)C(O)(C1C(=O)CC(C)(C)CC1=O)C(F)(F)F (stereo not given),-1,-8,14,2.6,0,13,-6,12,2
COc1cc(C(=O)O/N=C2\C=CC(=O)C(C)=C2)cc(OC)c1OC,-1,32,18,-1.9,1,29,3,35,-8
Nc1cccc(CCc2nc3cc4ccccc4cc3[nH]2)c1,9,-69,16,6.1,-1,21,16,-3,9
CCCN(CCC)C(=O)CSc1nc2n[nH]c(C)c2c(=N)n1-c1ccc(OCC)cc1,-5,33,23,3.2,2,3,9,18,13
CCOC(=O)N1CCN(c2cc(N3CCN(CC)CC3)c(F)cc2[N+](=O)[O-])CC1C (stereo not given),0,36,6,0.3,-2,8,13,6,0

# The list goes on, starting with the last two of the part before.
SMILES,GRIN3A LBD mod,Mdm2 MdmX PPI,tim23-1 inh,UPR CHOP act,APJ agonist,TIM10 inh,NALP3 yeast inh,tim10-1 inh,UPR XBP1 act
CCCN(CCC)C(=O)CSc1nc2n[nH]c(C)c2c(=N)n1-c1ccc(OCC)cc1,-5,33,23,3.2,2,3,9,18,13
CCOC(=O)N1CCN(c2cc(N3CCN(CC)CC3)c(F)cc2[N+](=O)[O-])CC1C (stereo not given),0,36,6,0.3,-2,8,13,6,0
CCc1cc2c(-c3ccccc3)cc(=O)oc2c(CN2CCOCC2)c1O,-1,3,-7,0.6,-5,15,19,19,4
CC1(c2ccc(OC(F)F)cc2)NC(=O)N(CC(=O)NC2CCCC2)C1=O (stereo not given),1,-4,-1,-1.0,-4,-10,-2,-5,-1
C=CCN1C(c2ccccc2)=CS/C1=C(\C#N)c1nnc2n1CCCCC2,-3,-18,15,-1.6,1,-26,-2,-2,0
O=C(CSCc1ccco1)Nc1cc(C(F)(F)F)ccc1N1CCOCC1,0,25,25,-0.8,-4,24,15,27,0
COc1ccc2[nH]c(C(=O)N3CCC(CO)(Cc4cccc(C(F)(F)F)c4)CC3)c(C)c2c1,-1,29,43,1.2,1,17,17,31,-3
Cc1nonc1NC(=O)CSc1nnc(-c2ccoc2C)n1-c1cccc(Cl)c1,0,14,14,1.2,-5,18,1,18,-1
CN(C)C(=O)c1cc(C(=O)c2ccc(C(F)(F)F)cc2)c[nH]1,-1,-29,1,4.7,-1,-12,21,2,6
CCOC(=O)COn1c(=O)c(=O)n(OC)c2ccccc21,1,-6,-2,-0.8,2,-11,2,13,1
Cc1cc(OCCOc2cccc3cccnc23)cc(C)c1Cl,-13,7,3,-0.1,-3,25,26,41*,1
COc1cccc(-c2ccc(NC(=O)C3CCCN(Cc4ccc(CO)o4)C3)cc2)c1 (stereo not given),2,3,6,0.9,2,-4,13,-2,-2
CCCCN(C(=O)C1CCC1)c1c(N)n(CCC)c(=O)[nH]c1=O,2,12,5,-1.5,-2,-8,0,2,-4
O=C(CN(C(=O)CCC(=O)Nc1nccs1)c1cccc(F)c1)NCc1ccccc1,-3,-20,-3,0.2,-3,6,6,-13,2
CCN(CC)S(=O)(=O)c1ccc(N2CCOCC2)c(NC(=O)Cc2cccc3ccccc23)c1,-2,13,14,-0.3,-2,17,-8,11,-1
Cc1cccc(Nc2nc(N)nc(-c3oc4ccccc4c3C)n2)c1,4,34,41,6.1,4,15,31,42*,0
Cc1ccc(COc2ccc(/C=N/O)cc2)cc1,-4,-154,23,7.4,1,11,34,17,2
COc1cc(/C=N/n2nnnc2Nc2ccccc2)cc(OC)c1OC,-17,12,41,4.1,1,8,16,35,-1
COc1ccc(CCNC(=O)CSc2nnc3ccccn23)cc1,-2,22,2,-2.8,-2,-2,9,2,-3
O=C(CSc1ccccn1)N1CCc2ccccc21,1,-74,15,2.6,-2,1,9,10,-2
Cc1cc(Cl)c(S(=O)(=O)NCc2ccncc2)cc1OCC(N)=O,1,11,9,0.3,3,3,5,9,-1
CC1CCCCC12NC(=O)N(CC(=O)N1CCN(S(=O)(=O)/C=C/c3ccccc3)CC1)C2=O (stereo not given),2,-15,-4,-1.3,-5,8,12,-3,-2
O=C(COC(=O)Cn1cnc2ccccc2c1=O)Nc1ccc(Cl)c(C(F)(F)F)c1,7,-13,-11,-3.2,-2,-10,16,1,0
CCc1ccccc1NC(=O)C(Cc1ccccc1)c1nn[nH]n1 (stereo not given),-1,-1,4,0.3,0,-10,1,-14,-3
CCOC(=O)c1ccc(NC(=S)N2CCSC2c2ccc(OC)cc2)cc1 (stereo not given),8,-11,-8,5.7,-1,-19,28,33,1
CN1CCN(S(=O)(=O)c2ccc(Br)s2)CC1,-2,12,5,-0.2,-3,1,1,7,2
O=C(NC1CCCCC1)Sc1ccc(Cl)cc1,4,-24,39,23,1,6,0,33,27
O=C(CN1C(=O)NC2(CCCC2)C1=O)NCc1ccc(Cl)cc1,0,16,11,-1.2,-1,0,6,3,-2
C=CCOc1ccccc1/C=c1\sc2nc(=O)c(C)nn2c1=O,-1,14,47,-0.6,-2,30,-4,45*,1
CCN(CC)C1CCN(C(=O)c2cc(COc3ccc(F)cc3Cl)on2)C1 (stereo not given),-1,18,-15,0.8,-3,-6,11,1,-1
CCOc1cnc(-c2ccc(Cl)cc2)o1,-2,-2,4,3.8,5,6,7,-2,3
COc1ccc(/C=C(/NC(=O)c2ccccc2)C(=O)N2CCOCC2)cc1OC,0,9,11,1.1,-2,-12,7,-8,-1
Cc1ccc2c(c1)nnn2C1CCN(C(=O)C23CC4CC(CC(C4)C2)C3)CC1,10,20,44,0.9,-9,42*,-15,60*,-4
Brc1ccc(-c2csc(NNC3=NCCCCC3)n2)cc1,-2,12,20,1.0,-4,11,9,29,-1
c1coc(-c2nnc(SCc3cn4ccccc4n3)o2)c1,0,7,6,-0.7,-4,-12,-1,2,3
O=C(O)Cc1ccc(NC(=O)Nc2ccc3c(c2)OCO3)cc1,1,-5,9,5.1,1,8,0,3,-6
CC(C)Cn1c(CN2C(=O)c3ccccc3C2=O)nc2ccccc2c1=O,20*,20,-2,0.7,-8,-13,16,8,5
